JMJD2A Tudor = inhibitors of human JMJD2A Tudor domain. AlphaScreen JMJD2A-Tudor / H3K4me3 peptide binding. Potency, µM (titrated, usually from 114 µM), without a hit: top-dose activity change, negative = inhibition, most hits filed as inhibitors. actives 4.4% (n = 390,000). AID 504339; note: potency is the fitted concentration of half-maximal effect; % is set by controls: 0 for no effect and ±100 for the full control effect; nearly all actives have a fitted effect of over 50% in size
12-LOX inh = inhibitors of human 12S-lipoxygenase ALOX12 | P18054 | purified 12hLO, xylenol orange hydroperoxide absorbance | Potency, µM (highest dose often 108 µM), inactives show at the top dose activity change, negative = inhibition, actives largely listed as inhibitors | actives 1.1% (n = 580,000) | AID 1671190; note: potency is the fitted concentration of half-maximal effect; % is set by controls: 0 for no effect and ±100 for the full control effect
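Purified human 12hLO (150 nM final) in 25 mM Hepes, 0.01% Triton X-100, pH 7.0 was preincubated 15 min at room temperature with compound. Then 40 uM arachidonic acid was added, 30 min. Hydroperoxide was read by Fe-XO absorbance ratio 573/405 nm.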
G9a block = G9a (human) methyltransferase inhibition | AID 504332 | actives 8.8% (n = 350,000) | Q96KQ7 | G9a H3K9 monomethylation, AlphaScreen, 2 h | Potency, µM (top dose mostly 102 µM), for inactives: at the highest dose activity, negative = inhibition, most hits filed as inhibitors; note: potency is the fitted concentration of half-maximal effect; % is set by controls: 0 for no effect and ±100 for the full control effect; nearly all actives have a fitted effect of over 75% in size
Target sequence (Q96KQ7 913-1193 limits assumed): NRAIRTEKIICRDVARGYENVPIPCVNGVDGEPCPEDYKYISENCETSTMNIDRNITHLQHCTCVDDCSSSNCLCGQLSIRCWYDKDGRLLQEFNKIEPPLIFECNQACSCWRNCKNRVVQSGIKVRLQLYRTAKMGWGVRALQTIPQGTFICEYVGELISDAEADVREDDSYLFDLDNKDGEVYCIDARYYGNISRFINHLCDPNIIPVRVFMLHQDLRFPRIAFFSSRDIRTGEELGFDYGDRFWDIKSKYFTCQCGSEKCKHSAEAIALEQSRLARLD
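Readings reflect AlphaScreen signal from monomethyl-H3K9 antibody detection. HMT at 20 nM; substrate b-H3K9 500 nM; cofactor SAM 20 uM; 2 h RT reaction; compounds tested as titrations in qHTS with 15 min preincubation.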
RGS4 inh = blocks human RGS4-accelerated GTP hydrolysis; P49798; Transcreener GDP fluorescence polarization, RGS4-accelerated GTP hydrolysis; Potency, µM (titrated, usually from 114 µM), for the others: at the top dose activity change, negative = inhibition, most hits filed as inhibitors; actives 0.039% (n = 390,000); AID 504845; note: potency is the fitted concentration of half-maximal effect; % is set by controls: 0 for no effect and ±100 for the full control effect; nearly all actives have a fitted effect of over 75% in size; some results filed as inactive show a strong effect at the top dose
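MLSMR compounds (23 nl, pin-transferred) preincubated 10 min at room temperature with a 500nM (2x) first reagent, then RGS4 at 900nM (2x) plus Transcreener GDP mix added; fluorescence polarization (620/688 nm) read before and after 90 min at 30 °C.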
GLS inh = inhibitors of human glutaminase (GLS) | actives 0.21% (n = 410,000) | GLS enzymatic activity, qHTS titration | O94925 | Potency, µM (top dose mostly 45.5 µM), without a hit: top-dose activity change, negative = inhibition, most hits filed as inhibitors; note: potency is the fitted concentration of half-maximal effect; % is set by controls: 0 for no effect and ±100 for the full control effect
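hKGA in 45 mM KH2PO4 pH 8.2, 0.02% Tween-20 with pin-transferred compounds; 1 mM L-glutamine (stock) plus glutamate oxidase/HRP/Amplex Red coupling added. Fluorescence read initially and after 30 min at RT.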
ERG-DNA inh = blocks human ERG Ets domain binding to DNA; P11308; fluorescence polarization, His-ERG Ets domain / labelled DNA; Potency, µM (doses to about 76.9 µM), for inactives: top-dose FP activity, negative = inhibition, most hits filed as inhibitors; actives 0.028% (n = 370,000); AID 624246; active = well fitted inhibition curve with a large enough effect in the polarisation, with a control signal flat; inconclusive = small, poorly fitted or top-dose-only effect, or effect the other way, or a change in a side signal; inactive = no such curve, though single readings can be large or run the other way; the % refers to the polarisation;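 note: polarization taken with two DNA probes labelled with fluorescein and Texas red; potency is the fitted concentration of half-maximal effect; % of control where 0% means no effect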
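His-tagged ERG Ets domain (1 uM in the protein solution; 300mM KCl, 50mM Tris-HCl, 1mM EDTA, 1mM DTT, pH 7.5) received compound, then a probe mix of 5 nM fluorescein-DNA and 100nM Texas-615-DNA. Fluorescence polarization was read for both dyes.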
HP1b chromo inh = inhibitors of HP1-beta chromodomain binding to methylated histone tails. P83916. AlphaScreen HP1-beta / biotin-H3K9me3 peptide binding. Potency, µM (titrated, usually from 114 µM), for the others: top-dose activity change, negative = inhibition, hits mostly inhibitors. actives 0.56% (n = 390,000); note: potency is the fitted concentration of half-maximal effect; nearly all actives have a fitted effect of over 70% in size; inactives centre near 23
Target sequence (P83916 whole entry, looked up): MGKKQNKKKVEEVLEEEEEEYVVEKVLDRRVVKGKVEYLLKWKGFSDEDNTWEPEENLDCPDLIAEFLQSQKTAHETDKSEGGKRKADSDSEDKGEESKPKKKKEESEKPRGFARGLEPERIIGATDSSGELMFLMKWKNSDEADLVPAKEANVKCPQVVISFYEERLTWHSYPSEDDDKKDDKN
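Compound inhibition of the preformed complex between 50 nM HP1-beta and 50 nM biotinylated H3K9me3 peptide was read by AlphaScreen. Buffer was PBS pH 7.4 with 0.01% Tween-20. Incubations ran 30 min at room temperature, with 10 ug/mL donor/acceptor beads.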
PI4K2A block = PI4K2A (human) kinase inhibition; Q9BTU6; purified PI4K2A, ADP-Glo luminescence, 1 h; hits give low values; activity change, negative = inhibition, % at 76.9 µM; actives 0.13% (n = 420,000); AID 1346378; in the data active = activity change below about -50%; inconclusive = mostly about -30% to -49%;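 note: -100% = wells without enzyme as full effect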
Target sequence (Q9BTU6 whole entry, looked up): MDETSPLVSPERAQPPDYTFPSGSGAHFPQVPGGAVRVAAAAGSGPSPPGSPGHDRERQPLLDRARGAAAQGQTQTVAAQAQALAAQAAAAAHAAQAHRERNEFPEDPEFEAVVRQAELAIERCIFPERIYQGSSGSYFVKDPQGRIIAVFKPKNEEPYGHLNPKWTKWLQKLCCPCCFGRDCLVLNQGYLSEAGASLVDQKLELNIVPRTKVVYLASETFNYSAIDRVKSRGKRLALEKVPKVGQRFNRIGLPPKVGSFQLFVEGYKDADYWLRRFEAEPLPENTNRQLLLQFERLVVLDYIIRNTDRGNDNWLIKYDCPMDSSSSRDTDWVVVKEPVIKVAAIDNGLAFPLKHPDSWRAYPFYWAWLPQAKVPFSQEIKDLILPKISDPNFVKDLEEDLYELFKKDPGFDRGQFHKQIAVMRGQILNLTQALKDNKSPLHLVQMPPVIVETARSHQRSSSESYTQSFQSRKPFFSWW
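In this quantitative HTS, ADP production by PI4K2A was quantified luminescently after 1 h at ambient temperature; 100 microM adenosine served as plate-quality control.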
BAZ2B block = BAZ2B (human) inhibition; Potency, µM (series often up to 114 µM), for the others: at the top dose activity change, negative = inhibition, hits mostly inhibitors; actives 4.4% (n = 360,000); AlphaScreen BAZ2B-H3K14Ac peptide displacement; note: potency is the fitted concentration of half-maximal effect; % is set by controls: 0 for no effect and ±100 for the full control effect; nearly all actives have a fitted effect of over 60% in size
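In this displacement format the biotinylated H3(5-23) peptide acetylated at Lys14 serves as ligand at 50 nM, with BAZ2B at 50 nM in PBS pH 7.4 containing 0.01% Tween-20. Donor and acceptor beads are 10 ug/mL final.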
* marks the source's active call; other numbers are inactive results; ? = inconclusive; · = no result given; & = joins results of further samples; [ ] = dose if it differs, or a comment. Unless noted, calls come from the whole dose curve; as a rule, active = well fitted curve in the direction sought with a large enough effect; inconclusive = small, poorly fitted or top-dose-only effect, or another doubt; inactive = no such curve, though single readings can be large; an effect the other way counts as inactive or inconclusive.

12-LOX inh,BAZ2B block,HP1b chromo inh,PI4K2A block,JMJD2A Tudor,RGS4 inh,ERG-DNA inh,GLS inh,Structure,G9a block
?,?,?,3,?,?,-2%,4%,COc1ccc(Cn2nnnc2CN2CCN(c3ccc(OC)cc3)CC2)cc1,·
-2%,-10%,12%,1,-14%,0%,0%,-14%,CCN(CC)CCCCCOc1ccccc1OC,-35%
-13%,-4%,18%,-1,-6%,10%,·,0%,COc1ccccc1CN(Cc1nc2ccccc2c(=O)[nH]1)S(=O)(=O)c1ccc(C)cc1,1%[59 µM]
0%,8%,47%[activator],-9,2%,-34%,-7%,-8%,Cc1ncoc1C(=O)N1CCCC(N2CCN(c3ccccc3F)CC2)C1 (stereo unspecified),7%
6%,-2%,-4%,-24,-16%,25%,-3%,34%[activator],CCOc1cccc(-c2cc(=O)[nH][nH]2)c1,16%[59 µM]
-11%&-17%,8%,29%&38%,-4&-1,-12%&-11%,3%&4%,1%&-3%,0%&4%,CCOc1ccccc1CNS(=O)(=O)c1ccc2c(c1)C(C)(C)C(=O)N2C,24%
?,2%,40%[activator],-2,-20%,30%,0%,-2%,COc1ccc(-n2ncc3c(NCCCOC(C)C)ncnc32)cc1,4%[59 µM]
-20%,-9%,18%,-3,-20%,-15%,-3%,-3%,COC(=O)c1cc(N=CC2=C(O)CC(C)(C)CC2=O)cc(C(=O)OC)c1,7%[59 µM]
283%[activator],-3%,22%,-8,-12%,-20%,-1%,3%,CC(=O)Nn1c(C)nnc1-n1nc(C)cc1C,-13%[59 µM]
9%,·,29%,1,-7%,15%,-7%,11%,CCOc1ccccc1N=C1SCC(C)N1C(=O)C1CCN(c2ncnc3sc(C)c(C)c23)CC1 (stereo unspecified),·
1%,6%,13%,-5,-1%,6%,4%,0%,Cc1ccc(S(=O)(=O)NCc2nnc(SCC(=O)Nc3cccc(C)c3C)n2C)cc1,-3%[59 µM]
·,1%,22%,1,-28%,-4%,4%,18%,O=C(NCCN1CCN(c2ccccc2)CC1)C1CCCN(S(=O)(=O)c2cnc[nH]2)C1 (stereo unspecified),?
0%,-18%,43%[activator],0,-17%,16%,-1%,-4%,COc1ccc(CC(=O)N[C@@H](C)C(=O)N2CCC3(CC2)NCCc2[nH]cnc23)cc1,?
35%[activator],-1%,34%,-5,3%,-23%,0%,-8%,O=C(NCc1ccc(F)cc1)c1ccc(Cl)c(NC2=NC3CS(=O)(=O)CC3S2)c1 (stereo unspecified),23%
-8%,-6%,16%,-1,-1%[11.4 µM],3%[11.4 µM],-4%,-1%,O=c1[nH]cnc2ccc([N+](=O)[O-])cc12,20%[12.7 µM]
-1%,·,23%,-1,-25%,-5%,12%,7%,CCC(=O)CN(Cc1cc(OC)ccc1OC)S(=O)(=O)c1ccccc1Br,·
0%,?,7%,-2,-5%,23%,-2%,3%,CCc1ccc2oc(-c3cc(N)ccc3Cl)nc2c1,-20%[12.7 µM]
-22%,8%,9%,-10,-11%,-28%,-1%,-13%,Cc1sc2ncnc(OCC(=O)N3CCN(S(=O)(=O)c4ccc(Cl)cc4)CC3)c2c1C,2%[12.7 µM]
-25%,-12%,24%,4,-36%,-19%,-1%,-6%,COc1ccc(C2CC(=O)c3c([nH]c(C(=O)OCc4ccccc4)c3C)C2)cc1 (stereo unspecified),-16%[59 µM]
-6%,-16%,22%,1,-9%,9%,-1%,-13%,COc1ccc(CC(=O)N2CCN=C2SC)cc1OC,18%[12.7 µM]
6%,-12%,23%,6,-24%,5%,2%,-11%,COc1ccccc1-c1nnc(C2CCN(S(=O)(=O)c3ccc(CC(C)C)cc3)CC2)o1,2%[59 µM]
-6%,?,33%,0,3%,-5%,-8%,-18%,O=C(O)c1ccc(OCCN2CCCC2=O)cc1,·
0%,-4%,26%,1,1%,2%,-24%,-14%,CN(C)S(=O)(=O)c1ccc2c(c1)C(=NO)c1cc(S(=O)(=O)N(C)C)ccc1-2,-3%
-16%,1%,47%[activator],2,0%,8%,4%,-4%,COc1cccc(CNC(=O)CSc2c3c(nc4cc(Cl)ccc24)CCCC3)c1,-3%[59 µM]
20%,-14%,33%,-4,-2%,-2%,11%,-16%,CC(=O)NC(Cc1ccccc1F)C(=O)NC1CCN(C(=O)NCc2ccccc2)CC1 (stereo unspecified),4%
-56%,-21%,27%,-14,?,1%,-1%,2%,CCOC(=O)c1ccc(N2CCN(c3ccccc3OC)CC2)c(NC(=O)Nc2ccc(CC)cc2)c1,?
23%,9%,20%,9,-13%,-24%,1%,-10%,O=S(=O)(/C=C/c1ccccc1)NCCc1ccccn1,-33%[59 µM]
0%&-19%,?,16%,3,-21%,6%,2%,4%,CC(C)N1C(=O)C(O)(c2c[nH]c3ccccc23)c2ccccc21 (stereo unspecified),-40%[59 µM]
9%[57.4 µM],-2%,47%[activator],0,-5%,13%,3%,-6%,CCCCNC(=O)Cn1c(=O)n(C)c2ccccc21,15%
0%,-1%,44%[activator],4,3%,20%,-2%,12%,Cc1ccc2nc(-c3ccc(Cl)cc3)cc(C(=O)OCC(=O)c3ccccc3)c2c1,43%[59 µM]
438%[activator],5%,26%,-11,-6%,-31%,5%,0%,CN(CCC#N)C(=O)c1ccc(CNS(=O)(=O)c2ccc(F)cc2)cc1,·
-25%,-2%,26%[57 µM],-1,-6%,-8%,1%,-9%,COc1ccccc1CNc1cc(C)nc2nc(-c3ccc(C)cc3)nn12,-2%[59 µM]
-12%,-5%,3%,2,-17%,7%,0%,8%,COC(=O)c1ccccc1NC(=O)c1oc2ccc3c(c2c1C)C(=O)CC(C)(C)O3,0%[59 µM]
2%,·,-28%,27,?,?,-1%,-4%,O=[N+]([O-])c1cc(S(=O)(=O)Oc2ccccc2)ccc1Cl,·
13%,-26%,-6%,2,-12%,-2%,-12%,-5%,COc1cc2c(cc1OC)C(c1ccc(C)cc1)NC(=O)C2 (stereo unspecified),25%[59 µM]
-15%,17%,49%[activator],-3,34%,0%,-5%,-7%,COc1cc(C(=O)n2nc(C)c(Sc3ccc(Cl)cc3)c2C)cc(OC)c1OC,37%[59 µM]
-15%,?,20%,8,-13%,-2%,2%,2%,O=C(N1CCN=C1SCc1cccnc1)C12CC3CC(CC(C3)C1)C2,?
0%,-12%,39%[activator],-8,-19%[57.1 µM],3%[56.9 µM],-2%,0%,NNC(=O)CN1C(c2ccc(Cl)cc2)=Nc2ccc(Br)cc2C1c1ccccc1 (stereo unspecified),9%[59 µM]
7%,13µM*,-87%,-6,32µM*,-44%,11%,10%,CN(C)c1ccc(N=Nc2ccccc2C(=O)OCC(=O)NC2CCCC2)cc1,11µM*
8%,8%,47%[activator],5,3%,3%,4%,5%,O=S1(=O)CCOC[C@H](c2ccccc2)N1Cc1ccccc1,·
-11%,1%,26%,-1,8%,-12%,-4%,0%,O=C(CSc1n[nH]c(=O)[nH]c1=O)NCC1CCCCC1,-2%
?,-30%,5%,4,-19%,-18%,-2%,59%[activator],Cc1ccc(NS(=O)(=O)c2cc3[nH]c(=O)c(=O)[nH]c3cc2C)cc1N(C)C,-28%[59 µM]
?,-12%,52%[activator],-1,-13%,-6%,4%,30%,CCOC(=O)c1[nH]c2ccc(F)cc2c1NC(=O)c1ccccc1C(=O)O,14µM*
·,-19%,20%,4,-19%,-6%,1%,1%,COc1ccc2c(c1OC)c(=O)n1c3ccc(OC(C)C(=O)NCCCN4CCOCC4)cc3c3ccnc2c31 (stereo unspecified),0%[12.7 µM]
-11%,11%,4%,2,-17%,-11%,6%,5%,O=C(Nc1ccccc1OC(F)F)C1CC(=O)N(Cc2ccccc2)C1 (stereo unspecified),14%
?,·,32%,1,-17%,4%,-1%,-1%,CCOC(=O)C1CCCN(C(=O)c2cc3c(=O)n(C)c4ccccc4c3s2)C1 (stereo unspecified),3%[59 µM]
-7%,0%,19%,4,-12%,22%,13%,8%,O=C(c1ccc(Cl)c(S(=O)(=O)N2CCCC2)c1)N1CCCCC1,·
0%,-11%,10%,4,-18%,-21%,8%,6%,CC1CCCC(C)N1C(=O)CSc1ccc(-c2ccc3c(c2)OCCO3)nn1 (stereo unspecified),9%[59 µM]
16%,-1%,18%&42%,-3&2,-8%&7%,7%&-23%,-14%&-1%,3%&15%,CCOC(=O)C1=C(C)NC(C)=C(C(=O)OCC)C1C(=O)OCC(=O)N1CCCCC1CC (stereo unspecified),-3%[12.7 µM]
-20%,-26%,-14%,0,-21%,-24%,-3%,0%,CCOC(=O)c1c(C)[nH]c(C)c1S(=O)(=O)N1CCC(C(=O)N2CCN(c3ccccc3F)CC2)CC1,17%[59 µM]
-8%,·,20%,-6,-12%,4%,-3%,10%,Cc1ccc(S(=O)(=O)N2CCOCC2)cc1C(=O)NC1CCN(Cc2ccccc2)CC1,·

Ordered by value in JMJD2A Tudor (falling): three from the list above
12-LOX inh,BAZ2B block,HP1b chromo inh,PI4K2A block,JMJD2A Tudor,RGS4 inh,ERG-DNA inh,GLS inh,Structure,G9a block
438%[activator],5%,26%,-11,-6%,-31%,5%,0%,CN(CCC#N)C(=O)c1ccc(CNS(=O)(=O)c2ccc(F)cc2)cc1,·
-7%,0%,19%,4,-12%,22%,13%,8%,O=C(c1ccc(Cl)c(S(=O)(=O)N2CCCC2)c1)N1CCCCC1,·
-12%,-5%,3%,2,-17%,7%,0%,8%,COC(=O)c1ccccc1NC(=O)c1oc2ccc3c(c2c1C)C(=O)CC(C)(C)O3,0%[59 µM]

Bioassay records from PubChem.

The list is partial; the hit share may differ from the screen's.
